Bfl-1 displacement: Bfl-1 inhibitors, primary screen, biochemical, fluorescence polarization, FITC-Bid, mouse (AID 432); FITC-Bid BH3 peptide fluorescence polarization displacement; higher % means a stronger effect; hit rate 0.02% among 64,000; displacement, % at 20 µM; hits with a dose series show IC50 in µM; in the data active = a potency from the dose series; inactive = the rest, 99 in 100 with displacement below about 15%; also: strong numbers were not always called active
LYP inhibition: LYP phosphatase inhibitors, primary screen, biochemical, DiFMUP fluorescence, recombinant catalytic domain, 10 µM (AID 606); inhibition, % at 10 µM, or IC50 in µM where a hit was titrated; recombinant LYP catalytic domain, DiFMUP fluorescence; higher % means a stronger effect; 52,000 tested, under 10 active;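 active = IC50 under 40 µM in the dose-response test; inactive = IC50 of 40 µM or more, or never dose-tested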
HT1080 cytotoxicity: HT1080 cell viability loss – fluorescence readout (AID 620); hit rate 0.42% among 87,000; HT1080 viability, fluorescence; higher % means a stronger effect; one-dose cytotoxicity, % at 10 µM; EC50 in µM for titrated hits;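 also: cells exposed to compound overnight then 4 h with Alamar Blue; 0% = vehicle DMSO and 100% = killing control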
MK inhibit: blocks S. pneumoniae mevalonate kinase. AID 555. purified MK, PK/LDH-coupled NADH absorbance 340 nm. hit rate 0.48% among 65,000. inhibition, % at 10 µM;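 active = ranked among the strongest by inhibition in the single 10 µM screen, a fixed top-ranked set picked for dose follow-up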; also: no value below 0 was filed
HPDE-C7 viability: HPDE-C7 pancreatic duct cell viability loss – fluorescence, HTS (AID 430). HPDE-C7 pancreatic duct cells viability, fluorescence; higher % means a stronger effect. hit rate 1.8% among 63,000. cytotoxicity, % at 10 µM; hits with a dose series show EC50 in µM;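 also: cells exposed to compound for 48 hours before viability readout; 0% = vehicle and 100% = reference cytotoxic drug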
Spn DPM-DC inh: blocks S. pneumoniae diphosphomevalonate decarboxylase. purified DPM-DC, PK/LDH coupled NADH fluorescence. calls only at 10 µM. hit rate 0.49% among 65,000;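 active = the 320 compounds with the highest percent inhibition in the single-dose primary screen, excluding strongly autofluorescent ones, cut at about 32% in these data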;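 also: kinetic rate of NADH fluorescence loss reporting ADP formed by the decarboxylase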
TNAP inhibition: inhibition of tissue-nonspecific alkaline phosphatase – biochemical, luminescent (AID 518); purified TNAP enzyme, luminescent substrate readout; higher % means a stronger effect; inhibition, % at 20 µM; hits with a dose series show IC50 in µM; hit rate 0.09% among 64,000; in the data active = a potency from the dose series; inactive = the rest, 99 in 100 with inhibition below about 22%;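 also: plate controls were vehicle for no effect and reference inhibitor for full effect; many of its hits are not listed in these tables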
Spn PMK inh: blocks S. pneumoniae phosphomevalonate kinase; inhibition, % at 10 µM; hit rate 0.49% among 65,000; AID 539; purified PMK, PK/LDH-coupled NADH absorbance 340 nm;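 active = top-ranked compounds by inhibition in the single 10 µM screen, taking a fixed number of the strongest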;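 also: 0% = full reaction with DMSO carrier and 100% = background rate without enzyme reaction; no value below 0 was filed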
KRASV12 cytotoxicity: cytotoxicity in KRAS-transformed pancreatic duct cells, primary screen, cell-based, fluorescence, HTS (AID 431); HPDE-C7K KRASV12 cells, Alamar Blue viability, 48 h; higher % means a stronger effect; cytotoxicity, % at 10 µM; hits with a dose series show EC50 in µM; hit rate 1.7% among 63,000;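 active = compounds whose percent cytotoxicity in the single-dose primary screen, scaled between solvent and toxic-drug controls, exceeds 50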;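 also: 0% = DMSO solvent wells and 100% = doxorubicin-treated wells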
Spn PMK inh pilot replicates: further read-out of Spn PMK inh, marked with its call; inhibition, %; measured here: pilot screen replicates
MK inhibit pilot replicates: second read-out of MK inhibit, no call of its own (marks repeat the call); inhibition, %; measured here: pilot screen replicates
Spn DPM-DC inh pilot screen %: second read-out of Spn DPM-DC inh, no call of its own (marks repeat the call); inhibition, %; measured here: pilot screen trials
The depositor's hits bear a star; i = inactive; . = not tested or not shown. Rule as the data show it, unless noted: active = cytotoxicity above about 50%; inactive = the rest.

Start of the listing, in advance, 4 compounds:
SMILES	Bfl-1 displacement	LYP inhibition	HT1080 cytotoxicity	MK inhibit	HPDE-C7 viability	Spn DPM-DC inh	TNAP inhibition	Spn PMK inh	KRASV12 cytotoxicity	others
CCOC(=O)C1C(=O)NC(C)C1c1ccccc1 (stereo not drawn)	0%	.	-11%	5	-10%	i	5%	8	-4%
CCCCCSc1nnc(-c2cc(Br)ccc2N)c(=O)[nH]1	-12%	.	2%	10	-14%	i	10%	4	-5%
CCCCN1C(=O)C(O)=C(C(C)=O)C1c1ccc(OC)cc1OC (stereo not drawn)	-1%	.	-2%	4	15%	i	12%	8	11%
CCOC(=O)c1cnc2c(C)cccc2c1NCc1ccco1	6%	8%	.	12	5%	i	8%	0	6%

All compounds of this part, previewed entries included:
SMILES	Bfl-1 displacement	LYP inhibition	HT1080 cytotoxicity	MK inhibit	HPDE-C7 viability	Spn DPM-DC inh	TNAP inhibition	Spn PMK inh	KRASV12 cytotoxicity	others
CCOC(=O)C1C(=O)NC(C)C1c1ccccc1 (stereo not drawn)	0%	.	-11%	5	-10%	i	5%	8	-4%
CCCCCSc1nnc(-c2cc(Br)ccc2N)c(=O)[nH]1	-12%	.	2%	10	-14%	i	10%	4	-5%
CCCCN1C(=O)C(O)=C(C(C)=O)C1c1ccc(OC)cc1OC (stereo not drawn)	-1%	.	-2%	4	15%	i	12%	8	11%
CCOC(=O)c1cnc2c(C)cccc2c1NCc1ccco1	6%	8%	.	12	5%	i	8%	0	6%
Cc1ccc2c(c1)c1c(n2CC(O)Cn2nc(C)c(Br)c2C)C(=O)CCC1 (stereo not drawn)	-2%	.	1%	1	-7%	i	7%	5	-5%
Cc1ccc(N(C(=O)Cn2nnc3ccccc32)C(C(=O)NCc2ccco2)c2cccnc2)cc1 (stereo not drawn)	0%	9%	-2%	11	-1%	i	18%	13	-10%
COc1cccc(NC(=O)N2CCCC2C(=O)NC(C)C)c1 (stereo not drawn)	-5%	5%	-8%	9	-16%	i	21%	11	1%	Spn PMK inh pilot replicates=3.0;MK inhibit pilot replicates=0.0;Spn DPM-DC inh pilot screen %=0.5
Clc1ccccc1CNc1ncnc2nc[nH]c12	-1%	9%	-2%	9	4%	i	-15%	0	-10%
N#Cc1nc(-c2ccccc2Cl)oc1N1CCCCC1	0%	-12%	12%	3	-8%	i	12%	6	-8%
CCSC1=C(C#N)C(c2ccc(C)s2)CC(=O)N1 (stereo not drawn)	0%	-6%	1%	0	-7%	i	16%	7	-1%
Clc1cccc(-c2nn3c(-c4ccncc4)nnc3s2)c1	-6%	8%	4%	7	10%	i	12%	16	4%
CCCCc1noc2c1/C(=N\O)CC(c1ccccc1)C2 (stereo not drawn)	1%	8%	-1%	9	-22%	i	21%	7	-8%	Spn PMK inh pilot replicates=0.0;MK inhibit pilot replicates=1.0;Spn DPM-DC inh pilot screen %=0.0
N#Cc1nc(Cc2cccc3ccccc23)oc1NCCCN1CCOCC1	4%	2%	4%	3	-3%	i	10%	10	12%
Cc1ccc(NC(=O)c2cccc(OCc3c(C)noc3C)c2)c(C)c1	4%	10%	-3%	0	5%	i	1%	9	-4%
N#Cc1c(NC(=O)CSc2nnnn2C2CCCC2)sc2c1CCCC2	2%	.	-5%	0	8%	i	11%	12	50%*	Spn PMK inh pilot replicates=5.0;MK inhibit pilot replicates=2.5;Spn DPM-DC inh pilot screen %=2.0
O=C(Nc1ccccn1)c1cc(-n2cnnc2)ccc1Cl	-1%	1%	.	6	0%	i	9%	10	-7%
O=C(CSc1ccc2nnc(-c3ccccc3)n2n1)NCc1ccco1	-1%	3%	-1%	7	-8%	i	10%	8	0%
O=C(c1ccc(Cl)cc1)N1CCCCC(Sc2nnc(-c3ccc4c(c3)OCO4)o2)C1=O (stereo not drawn)	-5%	3%	.	0	17%	i	11%	13	24%	Spn PMK inh pilot replicates=1.0;MK inhibit pilot replicates=0.0;Spn DPM-DC inh pilot screen %=2.0
N#Cc1nc(Cc2ccccc2)oc1NCc1cccnc1	-8%	-3%	6%	10	-12%	i	6%	13	-11%
COc1ccc(C(c2nnnn2CC2CCCO2)N2CCN(c3ccc(F)cc3)CC2)cc1 (stereo not drawn)	4%	-3%	-11%	6	-1%	i	11%	11	9%
O=C1c2ccccc2C(O)N1CCN1CCOCC1 (stereo not drawn)	-10%	13%	-1%	10	-2%	i	-7%	5	-12%
COc1ccc(C2=NOC(C(=O)NCCN3CCOCC3)C2)cc1 (stereo not drawn)	0%	-2%	1%	3	-6%	i	8%	9	-12%
O=c1c2c3nc4ccccc4nc3n(/N=C/c3ccco3)c2ncn1CCC1=CCCCC1	-4%	15%	-4%	0	23%	i	11%	5	30%
O=C(NC1CCCCC1)NC1CC2CCC(C1)N2C(=O)NC1CCCCC1 (stereo not drawn)	-5%	7%	2%	6	-22%	i	9%	12	-15%
Cc1ccc(NC(=O)N(Cc2cc3cc(C)cc(C)c3[nH]c2=O)CC2COCCO2)cc1 (stereo not drawn)	-3%	2%	-8%	8	-19%	i	14%	2	-10%
CCc1ccc(N2C(=O)c3sc4nnc(C)c(=O)n4c3C2=O)cc1	-1%	.	-7%	4	-5%	i	7%	8	-4%
COc1ccc(OC)c(NC(=O)C2CC(=O)N(c3ccc(Br)cc3)C2)c1 (stereo not drawn)	-7%	12%	3%	1	0%	i	8%	0	1%
Cc1cc(C)c2[nH]c(=O)c(C(c3nnnn3Cc3ccc4c(c3)OCO4)N3CCCC3)cc2c1 (stereo not drawn)	2%	0%	-10%	11	-3%	i	-1%	6	-8%
CCOC(=O)c1sc2ncn(/N=C/c3ccccn3)c(=O)c2c1C	-14%	2%	-3%	5	1%	i	7%	0	2%
CSCCC(C(=O)O)N1C(=O)c2ccc(C(=O)O)cc2C1=O (stereo not drawn)	-8%	-3%	9%	3	8%	i	14%	0	-10%
COc1cccc(NC(=O)Cc2cccs2)c1	3%	.	-2%	8	-30%	i	-1%	12	-12%
COc1ccc(C2(C)NC(=O)N(Cc3cc(Cl)cc4c3OCOC4)C2=O)cc1OC (stereo not drawn)	-1%	7%	-5%	7	-1%	i	11%	31*	-3%
COC(=O)C1=COC(C)C2CN3CCc4c([nH]c5ccccc45)C3CC12 (stereo not drawn)	4%	6%	-4%	4	6%	i	16%	4	1%
COc1ccc(OC)c(C(C(=O)NCc2ccco2)N(C(=O)Cn2nnc3ccccc32)C(C)C)c1 (stereo not drawn)	-8%	2%	34%	4	9%	i	9%	12	1%
CCOC(=O)C1CCCCN1C(=O)CCc1c(C)nc2ncnn2c1C (stereo not drawn)	0%	7%	-4%	3	-7%	i	8%	9	8%
COc1ccc(-c2cc(C(F)(F)F)nc(N3CCN(c4ccc(F)cc4)CC3)n2)cc1OC	8%	.	.	8	-2%	i	20%	3	13%	Spn PMK inh pilot replicates=2.0;MK inhibit pilot replicates=0.0;Spn DPM-DC inh pilot screen %=13
OC(CN1C2=NCCN2c2ccccc21)c1ccc(Br)cc1 (stereo not drawn)	-8%	-10%	1%	3	14%	i	2%	0	20%
Cc1cc(Oc2ccc(=O)n(C)n2)nc(Oc2ccc(=O)n(C)n2)n1	-1%	.	-12%	9	-13%	i	4%	10	-8%
CCn1c(SCC(=O)N2CCc3ccccc32)nnc1-c1ccncc1	-2%	9%	6%	1	-14%	i	-8%	0	-10%
Cc1ccccc1OCCC(=O)Nc1c(C)n(C)n(-c2ccccc2)c1=O	-2%	6%	-6%	0	4%	i	5%	11	-3%
CCn1c(SCC(=O)OC2CCCCC2)nc2ccccc2c1=O	-6%	12%	0%	3	-21%	i	9%	11	-3%
CSc1nc(-c2ccccc2)nc2c1COC(C)(C)C2	-4%	9%	4%	9	-16%	i	6%	1	-27%
CNC(=O)c1ccccc1NC(=O)c1cccc(S(=O)(=O)N2CCC(C)CC2)c1	-5%	-8%	11%	5	15%	i	4%	14	30%
CC1CCCC(C)N1C(=O)Cn1c(=O)sc2ccccc21 (stereo not drawn)	1%	13%	-2%	0	10%	i	2%	0	1%
O=C(CSc1nnc(-c2cccnc2)n1Cc1ccccc1)NCc1ccco1	0%	.	9%	3	4%	i	14%	10	-6%
COC(=O)c1ccc(-c2ccc(C(=O)N3CCCN(C)CC3)cc2)cc1	-2%	0%	-2%	0	9%	i	10%	8	8%
Cc1cccc(-n2ncc3c(N4CCC5(CC4)OCCO5)ncnc32)c1	0%	-5%	4%	4	7%	i	19%	8	-1%	Spn PMK inh pilot replicates=1.0;MK inhibit pilot replicates=0.0;Spn DPM-DC inh pilot screen %=2.5
CC(=O)NCC(=O)N(C)C(C(=O)Nc1ccc2c(c1)OCCO2)c1ccccc1 (stereo not drawn)	6%	.	-4%	0	-1%	i	5%	17	1%
O=C(Cn1cccc1C(=O)c1ccccc1)NCc1cccnc1	-6%	4%	-5%	0	-4%	i	-1%	12	-9%
CCOCCc1nnc(NC(=O)c2cc(OC)c(OC)c(OC)c2)s1	0%	4%	-9%	12	7%	i	6%	6	-1%
COc1ccc2c(C)cc(=O)oc2c1C	-2%	.	-5%	7	1%	.	7%	9	6%
Cc1ccc2c(COn3nnc4ccc(S(=O)(=O)N(C)C)cc43)cc(=O)oc2c1C	3%	1%	0%	0	-2%	i	9%	15	3%	Spn PMK inh pilot replicates=1.0;MK inhibit pilot replicates=0.5;Spn DPM-DC inh pilot screen %=1.0
Cc1nc2cc(N3CCCCC3)c(NC(=O)c3cccnc3)cc2c(=O)n1Cc1ccccc1	5%	3%	20%	4	0%	i	19%	7	7%	Spn PMK inh pilot replicates=0.0;MK inhibit pilot replicates=0.0;Spn DPM-DC inh pilot screen %=0.0
O=C(CSc1ncn[nH]1)Nc1nnc(-c2ccccc2)s1	-9%	-16%	-2%	7	-8%	i	-3%	9	-2%
COc1cccc(-c2nc(NC(C)C)c3ccccc3n2)c1O	2%	-5%	-14%	0	24%	i	12%	0	42%
Cc1ccc(-n2nc3c(c2NC(=O)C(C)(C)C)CSC3)c(C)c1	-10%	-6%	2%	9	7%	i	3%	12	2%
O=C(CCCOc1ccc(Cl)cc1Cl)N1CCN(c2ccccn2)CC1	-3%	6%	10%	13	3%	i	13%	6	1%
COc1ccccc1NS(=O)(=O)c1ccc(O)c(C(N)=O)c1	-1%	8%	-2%	11	5%	i	13%	6	9%
CCc1ccc(NC(=O)Cn2c(=O)n(CCCC(=O)NCc3ccco3)c(=O)c3ccccc32)cc1	0%	4%	2%	2	10%	i	3%	19	6%

Filtered by structure, the compounds so far with fluorine.
SMILES	Bfl-1 displacement	LYP inhibition	HT1080 cytotoxicity	MK inhibit	HPDE-C7 viability	Spn DPM-DC inh	TNAP inhibition	Spn PMK inh	KRASV12 cytotoxicity	others
COc1ccc(C(c2nnnn2CC2CCCO2)N2CCN(c3ccc(F)cc3)CC2)cc1 (stereo not drawn)	4%	-3%	-11%	6	-1%	i	11%	11	9%
COc1ccc(-c2cc(C(F)(F)F)nc(N3CCN(c4ccc(F)cc4)CC3)n2)cc1OC	8%	.	.	8	-2%	i	20%	3	13%	Spn PMK inh pilot replicates=2.0;MK inhibit pilot replicates=0.0;Spn DPM-DC inh pilot screen %=13
